CHT block: inhibitors of human choline transporter CHT | Q9GZV3 | CHT-expressing cells, membrane potential dye, choline response; stronger effect = lower value | B-score at 10 µM | actives 0.86% (n = 310,000) | AID 488975;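 active = B-score over 3 SD under the library average, and starting fluorescence ratio not unusually high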;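 also: choline stimulus applied at its EC90 after an EC20 pre-addition; B-score computed on integrated fluorescence ratio after choline addition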
KCNQ2 inh: KCNQ2 channel blockers in CHO-K1 cells – cell-based, FluxOR thallium flux, B-score, primary screen (AID 2156) | B-score at 10 µM | 20 min; stronger effect = lower value | O88943 | actives 1.1% (n = 310,000);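 active = fluorescence ratio B-score at most minus 3 library SDs, with starting brightness B-score within 2 library SDs, cut at about -5.5 in these data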
Target sequence (O88943 whole entry, looked up): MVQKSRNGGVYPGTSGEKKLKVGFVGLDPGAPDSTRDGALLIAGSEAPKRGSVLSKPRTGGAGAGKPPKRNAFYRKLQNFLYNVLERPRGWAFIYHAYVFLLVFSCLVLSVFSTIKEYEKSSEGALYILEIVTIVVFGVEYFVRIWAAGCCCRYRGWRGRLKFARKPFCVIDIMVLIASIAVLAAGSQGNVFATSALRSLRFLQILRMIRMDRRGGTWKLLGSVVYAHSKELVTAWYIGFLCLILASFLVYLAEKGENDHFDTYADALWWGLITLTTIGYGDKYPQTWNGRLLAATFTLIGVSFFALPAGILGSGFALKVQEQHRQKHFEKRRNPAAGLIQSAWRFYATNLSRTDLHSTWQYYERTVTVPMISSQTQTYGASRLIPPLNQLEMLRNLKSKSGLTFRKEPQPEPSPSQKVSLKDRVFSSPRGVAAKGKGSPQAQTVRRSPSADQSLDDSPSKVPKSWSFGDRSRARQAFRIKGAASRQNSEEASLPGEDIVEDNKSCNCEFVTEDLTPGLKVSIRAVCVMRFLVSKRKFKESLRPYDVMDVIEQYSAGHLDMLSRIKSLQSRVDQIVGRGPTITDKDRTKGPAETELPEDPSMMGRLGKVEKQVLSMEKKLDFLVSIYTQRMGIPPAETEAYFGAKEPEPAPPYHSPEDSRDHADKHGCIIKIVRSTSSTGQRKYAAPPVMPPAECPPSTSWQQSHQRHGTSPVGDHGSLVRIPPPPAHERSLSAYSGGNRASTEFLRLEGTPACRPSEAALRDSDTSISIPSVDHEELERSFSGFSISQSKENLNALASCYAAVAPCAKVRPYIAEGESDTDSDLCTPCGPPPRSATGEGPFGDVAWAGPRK
* hit, by the source's call; i = inactive; · = no result given.

SMILES	CHT block	KCNQ2 inh
CCS(=O)(=O)N1CCC(C(=O)Oc2ccc(Br)cc2)CC1	i	i
CC(=O)OCC1O[C@@H](O[C@@H]2C[C@H]3C(C)(C)[C@H](OC(C)=O)CC[C@]3(C)[C@H]3CC[C@]45C[C@]4(CC[C@H]5[C@@H](C)C[C@@H](O)[C@H](O)C(C)(C)O)[C@@]32C)[C@H](O)[C@@H](O)[C@@H]1O (some centres not stated)	i	i
Nc1cc(S(=O)(=O)Nc2cc(Cl)ccc2Cl)ccc1N1CCOCC1	i	i
CN1CCN(CCCNC(=O)Cn2ncc3c4ccccc4n(C)c3c2=O)CC1	i	i
CC1(C(=O)O)C=CCN1C(=O)c1ccccc1 (configuration not stated)	i	i
O=C(c1ccc(Cl)cc1)N(c1ccccn1)C1CCCCC1	i	i
O=C(C1CCN(S(=O)(=O)c2ccccc2F)CC1)N1CCc2ccccc2C1	i	i
COc1ccc(C2/C(=C(\O)c3ccc4c(c3)OCCO4)C(=O)C(=O)N2CCCN(C)C)cc1 (configuration not stated)	i	i
CCCc1nc2c(c(=O)c3ccccc3n2C)c(=O)n1-c1cc(C)cc(C)c1	i	i
Cc1c(C(=O)NCc2cccnc2)oc2ccc(S(=O)(=O)N3CC(C)CC(C)C3)cc12 (configuration not stated)	i	i
CC(CCc1ccco1)NC(=O)Nc1cccc(F)c1 (configuration not stated)	i	i
Cc1cccc(NC(=O)CCN2CCN(C)CC2)c1	i	i
CC1(c2ccc3ccccc3c2)NC(=O)N(CC(=O)N2CCN(c3ccccc3O)CC2)C1=O (configuration not stated)	i	i
COCCn1c(SCc2cnc(-c3ccccc3)s2)nnc1-c1ccncc1	i	i
O=C(CCC(=O)N1CCN(c2cccc(Cl)c2)CC1)N1CCN(c2ccccc2)CC1	i	i
O=C1CC2(CCN(S(=O)(=O)c3ccccc3)CC2)Oc2ccccc21	i	i
CCO[C@@H]1OC(C(=O)NCc2ccccc2)=C[C@H](C2CCCCC2)[C@H]1CCCO	i	i
CCOC(=O)C1CCN(C(=O)c2ccc(OCC(=O)N3CCOCC3)c(OC)c2)CC1	i	i
CCC(=O)Nc1c(C)nn(-c2ccc(C)c(C)c2)c1C	i	i
COc1ccc(P(=O)(COc2ccc([N+](=O)[O-])cc2)c2ccc(OC)cc2)cc1	i	i
CCOC(=O)c1[nH]c2ccccc2c1N=CN(CC)CC	i	i
Cc1ccc(S(=O)(=O)NCC(=O)N(CC(=O)NC2CCCCC2)Cc2ccco2)cc1	i	i
COc1ccc(OC)c(S(=O)(=O)N(C)CC(=O)N2CCCCC2)c1	i	i
c1cncc(C2Nc3ccccc3-c3nc4ccccc4n32)c1 (configuration not stated)	i	i
COc1ccc(CCNS(=O)(=O)c2cccc3cccnc23)cc1OC	i	i
CCOC(=O)c1c(-c2ccc(C)cc2)csc1NC(=O)CCSc1nnc2ccccn12	i	i
CC(=O)c1ccc(S(=O)c2ccccc2)cc1 (configuration not stated)	i	i
Cc1ccc(S(=O)(=O)CCC(=O)c2ccc(O)cc2O)cc1	-5.2*	i
Cc1ccc(C)c(OCCC(=O)OCC(=O)Nc2cccnc2Cl)c1	i	i
CC(C)OC(=O)c1c(NC(=O)c2cnn3c2NC(c2ccccc2)CC3C(F)F)sc2c1CCCC2 (configuration not stated)	i	i
COc1ccc2cc(C(C)C(=O)N3CCC(C(N)=O)CC3)ccc2c1 (configuration not stated)	i	i
Cc1ccc(C)c(N(CC(=O)NC2CCCC2)C(=O)c2cc3cc4cc(C)ccc4nc3s2)c1	i	i
CCCc1cc(N2CCCC(C(=O)Nc3cc(Cl)ccc3OC)C2)n2ncnc2n1 (configuration not stated)	i	·
COc1ccc(N2CCN(S(=O)(=O)c3c(C)noc3/C=C/N(C)C)CC2)cc1	i	i
O=C(c1cccs1)n1nc(-c2cccnc2)nc1NCc1ccco1	·	i
O=C(O/N=C/c1ccc(Br)cc1)c1ccc(F)cc1	i	i
O=C(Nc1ncn[nH]1)c1ccc(Cl)c(S(=O)(=O)N2CCCCCC2)c1	i	i
CCOC(=O)c1sc2nc3n(c(=O)c2c1C)CCCCC3	i	i
COc1ccc(N2CCN(C3CCCN(C(=O)C4=C(C)OCCO4)C3)CC2)cc1 (configuration not stated)	i	i
O=C(O)c1ccc(N/N=C/c2ccc(F)c(F)c2)cc1	i	i
CC1=CN2C(=N)/C(=C/c3cn(CCCOc4ccccc4C)c4ccccc34)C(=O)N=C2S1	i	i
O=C(CSc1nc2ccc(Cl)cc2[nH]1)NCCc1ccccc1	i	i
CC(=O)Nc1cc(-c2nn(CC(=O)N3CCCCC3)c(=O)c3ccccc23)ccc1N1CCOCC1	i	i
Cc1noc(C)c1COC(=O)c1cccnc1SCC(=O)Nc1ccc2c(c1)OCO2	i	i
Cc1ccc(-c2nnn(CC(=O)O)n2)cc1	i	i
COc1ccccc1C(CNC(=O)c1ccc(-c2ccccc2Cl)o1)N1CCCC1 (configuration not stated)	i	i
N/C(=N\OC(=O)Cc1ccccc1[N+](=O)[O-])c1ccc(Br)cc1	i	i
CCC(C)[C@H](NC(=O)N1CC(=O)Nc2ccccc21)C(=O)N[C@H](C(=O)O)c1ccccc1 (some centres not stated)	i	i
O=C(/C=C/c1ccc(Br)o1)NCc1ccccc1	i	i
Cc1nc(Nc2ccc(S(N)(=O)=O)cc2)oc1C	i	i
Later entries.
SMILES	CHT block	KCNQ2 inh
Cc1cc(C(=O)Nc2cccc(C)c2C)n(-c2ccccc2)n1	i	i
CCN(CC)S(=O)(=O)c1ccc2oc(SCC(=O)NC3CC3)nc2c1	i	i
O=C(COc1ccccc1[N+](=O)[O-])N1CCN(c2ccccn2)CC1	i	i
O=C(Cc1ccc(Br)cc1)NC1CCSC1=O (configuration not stated)	i	i
COc1ccc(Cl)cc1C(=O)NCCS(=O)(=O)N1CCN(c2ccccc2F)CC1	i	i
CCOC(=O)c1c(C)c(C(=O)N2CCc3ccccc3C2)c(C)n1CC	-5.8*	i
Cc1nc(-c2cccs2)ccc1C(=O)O	i	i
CC(=O)Nc1ccc(NC(=O)c2ccc(CN3CCc4ccccc4C3)cc2)cc1	i	i
Nc1ccc2nc(N3CCOCC3)sc2c1	i	i
OCCNc1nc(N2CCN(Cc3ccccc3)CC2)nc2ccccc12	i	i
O=C(CSC1=NS(=O)(=O)c2ccccc2N1)Nc1cccc(F)c1	i	i
CCN1C(c2ccccc2)=C(c2ccccc2)S/C1=C\C=C1/SC(=S)N(C)C1=O	i	i
CCOc1cc(NC(=O)c2ccccn2)c(OCC)cc1NC(=O)c1ccc(OC)cc1	i	i
CCn1c(SCC(=O)Nc2ccccc2C)nnc1-c1ccccc1O	i	i
CC1CC(C)(C)NC(=S)N1CCCC(=O)Nc1ccccc1F (configuration not stated)	i	i
O=C1NN(c2ccc(F)cc2)C(=O)/C1=C\c1cnn(-c2ccccc2)c1	i	i
O=C(Nc1ccc(C(=O)N2CCOCC2)cc1)Nc1cccc2ccccc12	i	i
c1csc(-c2csc3ncnc(NCCCN4CCOCC4)c23)c1	i	i
Cc1c(NC(=S)N/N=C/c2ccc(Br)cc2)c(=O)n(-c2ccccc2)n1C	i	i
CSc1ccc(CC(=O)N2CCC(n3nccc3NC(=O)C3CC3)CC2)cc1	i	i
C=CCOc1ccc(/C(O)=C2\C(=O)C(=O)N(CCOC)C2c2cccnc2)cc1 (configuration not stated)	i	i
Cc1ccc(C)c(NC(=O)c2cc(=O)c3ccccc3o2)c1	i	i
COc1ccc(NC(=O)CSc2nc3sc(C)c(C)c3c(=O)n2Cc2ccco2)cc1	i	i
CCCCOC(=O)C1=C(C)Nc2ncnn2C1c1ccc(OCC)c(OC)c1 (configuration not stated)	i	i
COc1ccccc1OCc1ccc(C(=O)NN)cc1	i	i
O=C1NCCO1	i	·
O=C(CNC(=S)N(CCCN1CCOCC1)Cc1cccs1)NCCN1CCOCC1	i	i
Brc1cnc(N2CCCC2)nc1N1CCOCC1	i	i
O=C(O)CSCc1ccc(C(=O)O)o1	i	i
CCOC(=O)c1ccc(N/C(=N/S(=O)(=O)c2ccccc2)c2ccccc2)cc1	i	i

Whole records from above. Order of values: CHT block | KCNQ2 inh
COc1ccc(NC(=O)CSc2nc3sc(C)c(C)c3c(=O)n2Cc2ccco2)cc1 in the list: i | i
CCOC(=O)c1ccc(N/C(=N/S(=O)(=O)c2ccccc2)c2ccccc2)cc1 in the list: i | i

Next part:
SMILES	CHT block	KCNQ2 inh
C[C@H]1CN=C(N(C)C)N1CCCC1CCCCC1	i	·
CCCC(=O)NNc1cc(=O)c2c(=O)n(C)c(=O)n(C)c2[nH]1	i	i
O=C(Nc1ccc2c(c1)OCO2)Nc1cnccn1	i	i
COC(=O)C1=NN[C@H](C(=O)OC(C)(C)C)[C@H]1c1ccccc1	i	i
CCOC(=O)CCc1c(C)n(CC)c2ncnn2c1=O	i	i
Cn1ncc2nc[nH]c(=O)c21	i	i
C=CCn1c(-c2csc(-c3ccc(OC)c(OC)c3)n2)n[nH]c1=S	i	i
CCC(C)(C)c1ccc(Oc2ccc(NC(=O)COC(=O)C3=COCCO3)cc2)cc1	i	i
COCCOCC(O)CN1CCN(c2ccc(C)cc2)CC1 (configuration not stated)	i	i
CN(C)CCNc1oc(COc2ccc(Cl)cc2)nc1C#N	i	i
CCOC(=O)Cn1nc(C)n(-c2ccc(C)cc2)c1=O	i	i
CC(=O)NN1C(=O)/C(=C/c2ccc(C(C)C)cc2)SC1=S	i	i
CC(=O)Nc1ccc(-n2c(=O)c3ccccc3c3ccccc3c2=O)cc1	i	i
Nc1ccccc1C(=O)Nc1cccc2ccccc12	i	i
O=C(Cc1ccccc1)Nc1ccc(Br)c(Cl)c1	i	i
Cc1ccccc1SCc1noc(C(=O)NCC2CCCO2)c1C(=O)O (configuration not stated)	i	i
Cc1ccc(CN(C)CC(=O)Nc2cccc([N+](=O)[O-])c2)o1	i	i
COC(=O)c1ccccc1N=Nc1c(C)[nH][nH]c1=O	i	i
Cc1nc2ccc(NC(=O)c3ccc(Cl)nc3)cc2s1	i	i
Cn1cc(-c2cccc(Cl)c2)cc(C#N)c1=O	i	i

15 entries out of the list, sorted by number of heavy atoms, ascending:
SMILES	CHT block	KCNQ2 inh
O=C1NCCO1	i	·
Cn1ncc2nc[nH]c(=O)c21	i	i
Nc1ccc2nc(N3CCOCC3)sc2c1	i	i
O=C(Cc1ccc(Br)cc1)NC1CCSC1=O (configuration not stated)	i	i
O=C(Cc1ccccc1)Nc1ccc(Br)c(Cl)c1	i	i
Cc1nc2ccc(NC(=O)c3ccc(Cl)nc3)cc2s1	i	i
CCOC(=O)c1[nH]c2ccccc2c1N=CN(CC)CC	i	i
N/C(=N\OC(=O)Cc1ccccc1[N+](=O)[O-])c1ccc(Br)cc1	i	i
c1csc(-c2csc3ncnc(NCCCN4CCOCC4)c23)c1	i	i
O=C1CC2(CCN(S(=O)(=O)c3ccccc3)CC2)Oc2ccccc21	i	i
O=C1NN(c2ccc(F)cc2)C(=O)/C1=C\c1cnn(-c2ccccc2)c1	i	i
CCN1C(c2ccccc2)=C(c2ccccc2)S/C1=C\C=C1/SC(=S)N(C)C1=O	i	i
COc1ccc(Cl)cc1C(=O)NCCS(=O)(=O)N1CCN(c2ccccc2F)CC1	i	i
COc1ccc(C2/C(=C(\O)c3ccc4c(c3)OCCO4)C(=O)C(=O)N2CCCN(C)C)cc1 (configuration not stated)	i	i
Cc1ccc(C)c(N(CC(=O)NC2CCCC2)C(=O)c2cc3cc4cc(C)ccc4nc3s2)c1	i	i

(cont.)
SMILES	CHT block	KCNQ2 inh
O=C1CC(c2cccs2)CC(O)=C1C=NCCN1CCNCC1 (configuration not stated)	i	i
CC(C)Cn1c(N)c(C(=O)COC(=O)C2CC(=O)N(Cc3ccccc3Cl)C2)c(=O)n(C)c1=O (configuration not stated)	i	i
O=C(Cc1ccccc1)Nc1ccc(C(=O)O)cc1	i	i
CCN(CC)S(=O)(=O)c1ccc(C(=O)NCCCN=C2NS(=O)(=O)c3ccccc32)cc1	i	i
CC(C)(C)c1ccc(C(=O)NNc2cc(Cl)cc(Cl)c2)cc1	i	i
O=C(CCC(=O)Nc1nnc(C2CCCCC2)s1)NCc1ccccc1	i	i
Cc1cc(C)n(CCCNC(=O)Cn2nnnc2CN2C[C@@H](C)O[C@@H](C)C2)n1	i	i
Cc1nn(-c2ccccn2)c2nc(-c3cccs3)cc(C(=O)N3CCOCC3)c12	i	i
COc1cccc(/C=N/NC(=O)c2ccccc2N(Cc2ccccc2)S(=O)(=O)c2ccccc2)c1OC	i	i
CC(C)(C)OC(=O)N1CCC(c2c(C(=O)N3CCN(C(=O)c4ccco4)CC3)cnn2-c2cccc(Cl)c2)CC1	i	i
O=c1[nH]c2cc3c(cc2cc1CN(Cc1cccs1)Cc1nnnn1Cc1ccco1)OCCO3	i	i
CN(C)/C=C1\C(=O)N(c2ccc([N+](=O)[O-])cc2)N=C1c1ccccc1	i	i
CC1CCc2c(sc3nc(CN4CCN(S(=O)(=O)c5ccccc5[N+](=O)[O-])CC4)[nH]c(=O)c23)C1 (configuration not stated)	i	i
CCCOC(=O)c1ccc(OC(=O)c2ccco2)cc1	i	i
COc1cc(/C=N/NC(=O)c2cccnc2)ccc1OC(=O)c1ccco1	i	i
COC(=O)c1sc(NC(=O)Cc2cccs2)nc1C	i	i
COc1ccc(/C=N/NC(=O)CC(=O)NCc2cccnc2)c(OC)c1	i	i
O=C(CN(c1ccccc1)S(=O)(=O)c1ccccc1[N+](=O)[O-])Nc1ccccc1C(=O)N1CCOCC1	i	i
O=C(CN1CCCc2ccccc21)N/N=C/c1ccccc1	i	i
COc1ccc(C2=NN(C(=O)CN3CCCCC3)C(c3ccc(C)cc3)C2)cc1 (configuration not stated)	i	i
Cc1ccccc1OCC(=O)NCCNC(=O)c1cccnc1	i	i
CC1CCCN(c2nc(-c3cccnc3)nc3scc(-c4ccccc4)c23)C1 (configuration not stated)	i	i
O=C(COC(=O)CNC(=O)c1ccccc1F)NCCNC(=O)COC(=O)CNC(=O)c1ccccc1F	i	i
COc1ccc(C(=O)N2CCN(C(=O)Cc3ccccc3)CC2)cc1OC	i	i
COc1cc(=O)[nH]c(SCc2c(F)c(F)c(F)c(F)c2F)n1	i	i
Cc1ccc(NC(=O)c2ccc(CSc3nnc(-c4ccncc4)n3C)cc2)cc1	i	i
